LYPLA2 inh: counter-screen for PME1 inhibitors: inhibitors of human LYPLA2 | recombinant LYPLA2, FP-Rh probe fluorescence polarization | O95372 | inhibition, % at 5.9 µM | AID 2177 | 0.38% of 320,000 active;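 active = inhibition above the screen-wide mean plus 3 SD, limit set per campaign, cut at about 26% in these data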;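 also: 0% = LYPLA2 with DMSO and 100% = wells lacking LYPLA2 enzyme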
Efflux pump inh: blocks antifungal efflux pumps in multiplex yeast assay; inhibition, % at 10 µM; 0.44% of 330,000 active; S. cerevisiae Candida pump triplex, Nile Red efflux;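 active = plate passing quality check with inhibition over a set limit, or well fluorescence over plate mean plus 4 SD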;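 also: Nile Red retained in pooled yeast measured as flow cytometry median fluorescence; 0% = buffer negative control and 100% = Enniatin B positive control; higher means more Nile Red kept so more efflux inhibition; some compounds called inactive have numbers as strong as hits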
JMJD2C inh: blocks human GASC-1 demethylase activity | Q9H3R0 | GST-JMJD2C(1-420) H3K9me3 demethylation, DELFIA europium | inhibition, % at 2.35 µM | 0.069% of 330,000 active;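 active = more than half of a compound's replicate wells show inhibition beyond 50%, single wells judged on their own value; inconclusive = some, but no more than half, of replicates pass 50% inhibition; inactive = no replicate passes 50% inhibition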;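 also: signal counts dimethyl H3K9 product captured on neutravidin plate; 0% = median of DMSO wells and 100% = 0.3 times that DMSO median; strong numbers were not always called active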
Target sequence (Q9H3R0 1-420 limits assumed): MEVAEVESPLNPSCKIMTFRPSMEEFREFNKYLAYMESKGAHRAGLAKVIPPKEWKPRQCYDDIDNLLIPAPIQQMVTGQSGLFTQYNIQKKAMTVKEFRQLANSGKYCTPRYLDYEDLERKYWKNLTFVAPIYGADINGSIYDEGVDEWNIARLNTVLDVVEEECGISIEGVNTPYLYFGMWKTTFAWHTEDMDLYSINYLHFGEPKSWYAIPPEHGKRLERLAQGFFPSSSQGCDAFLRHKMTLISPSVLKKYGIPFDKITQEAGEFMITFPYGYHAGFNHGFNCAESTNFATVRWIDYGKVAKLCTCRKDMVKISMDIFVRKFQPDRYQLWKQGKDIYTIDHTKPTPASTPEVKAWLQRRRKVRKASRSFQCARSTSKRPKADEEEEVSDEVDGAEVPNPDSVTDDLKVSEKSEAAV
CTSL1 counter: cathepsin L1 inhibition, PFM18AAP counter-screen; recombinant F. hepatica cathepsin L1, Z-Leu-Arg-MCA fluorescence; inhibition, % at 5.96 µM; 0.49% of 300,000 active; AID 1906;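 active = inhibition above the mean of all tested compounds plus 3 SD, set per screening campaign, cut at about 17% in these data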;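 also: 0% = plate median of test compound wells and 100% = 1 µM Z-Phe-Ala-diazomethylketone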
PP5 primary: blocks human protein phosphatase 5 activity; P53041; purified PP5c, OMFP substrate fluorescence; inhibition, % at 6.7 µM; 0.18% of 320,000 active;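 active = inhibition above the campaign's mean inhibition across all tested compounds plus 3 SD, cut at about 9.5% in these data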;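 also: 0% = DMSO only and 100% = 100 µM cantharidin control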
Target sequence (P53041 whole entry, looked up): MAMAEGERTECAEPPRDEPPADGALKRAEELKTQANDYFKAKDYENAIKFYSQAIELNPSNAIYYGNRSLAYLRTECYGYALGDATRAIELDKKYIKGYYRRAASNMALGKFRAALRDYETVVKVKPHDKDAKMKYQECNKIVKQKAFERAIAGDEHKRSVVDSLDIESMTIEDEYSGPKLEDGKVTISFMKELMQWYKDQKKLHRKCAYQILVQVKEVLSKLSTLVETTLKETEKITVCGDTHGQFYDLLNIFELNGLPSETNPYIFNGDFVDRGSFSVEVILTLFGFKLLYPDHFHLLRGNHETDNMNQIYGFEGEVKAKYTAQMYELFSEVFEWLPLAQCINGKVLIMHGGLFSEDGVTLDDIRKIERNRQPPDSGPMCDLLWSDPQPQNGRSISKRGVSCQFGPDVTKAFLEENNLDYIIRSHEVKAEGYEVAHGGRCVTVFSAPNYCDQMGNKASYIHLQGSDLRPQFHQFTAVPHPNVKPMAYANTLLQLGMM
PP1 counter: counter-screen for PP5 inhibitors: inhibitors of human PP1-alpha. AID 2235. 0.9% of 320,000 active. purified PP1alpha, OMFP fluorescence. P62136. inhibition, % at 6.7 µM;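 active = inhibition above the mean inhibition of all tested compounds plus 3 SD, computed separately for each screening campaign, cut at about 15% in these data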
PREPL inh: human PREPL enzyme inhibition | Q4J6C6 | recombinant PREPL, fluorescence polarization activity-based probe | inhibition, % at 5.96 µM | 0.68% of 320,000 active; in the data active = inhibition above about 43%;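 also: 0% = enzyme with DMSO and 100% = wells lacking enzyme; many of its hits are not listed in these tables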
HCV core dimer: blocks dimerization of HCV core protein | TR-FRET GST/Flag-core106 dimerization, 1536-well | 0.33% of 300,000 active | inhibition, % at 5 µM;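 active = inhibition above the mean of all tested compounds plus 3 SD, set per screening campaign, cut at about 45% in these data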
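Assay system: Tagged HCV core106 pair (GST and Flag) | Buffer or medium: KF-containing HEPES buffer, pH 7.45, DTT, CHAPS, BSA | Also added: Eu donor and XL665 acceptor anti-tag antibodies | Dosing: One concentration, 5 µM, in 0.5% DMSO | Timing: 4 h at 22.5 °C | Technique: TR-FRET 671 and 617 nm emission | Repeats: Singlicate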
TPT1 inh: inhibitors of Candida albicans tRNA 2'-phosphotransferase TPT1. inhibition, % at 5 µM. AID 1962. recombinant caTPT1, FP RNA substrate dephosphorylation. 0.81% of 300,000 active;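 active = inhibition above the mean of all tested compounds plus 3 SD, set per screening campaign, cut at about 24% in these data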;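 also: plate controls were DMSO alone for no effect and ferristatin control at 100 nM for full effect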
* = called active by the depositor; ? = inconclusive; · = not tested or not shown. Only part of the results is shown (hit frequency here may not be typical).

no.	mol	LYPLA2 inh	Efflux pump inh	JMJD2C inh	CTSL1 counter	PP5 primary	PP1 counter	PREPL inh	HCV core dimer	TPT1 inh
1	CCCCOc1ccccc1C(=O)NCC(=O)O	3	0.0	0	-5	0.8	-4	1	4	-3
2	COC(=O)/C=C1/N/C(=N\c2nc(C)cc(C)n2)N(c2ccccc2)C1=O	-6	0.0	-7	5	4.3	1	0	-8	1
3	NCCCCCC(=O)O	5	-0.1	·	-4	-1.6	-1	-8	-6	-6
4	CSc1ccccc1OCc1cc(C(=O)N(C)Cc2cc(C)[nH]n2)no1	4	-0.1	3	-1	2.1	3	0	6	-1
5	Cc1ccc(-c2nc(C3CCCN(S(=O)(=O)c4ccc(C)cc4)C3)no2)cc1 (configuration not stated)	-5	-0.1	37	-2	-0.4	-2	1	7	-2
6	CC1CN(CCCCOc2ccc(F)cc2)CC(C)O1 (configuration not stated)	1	-0.1	14	-4	-1.2	-11	6	2	-1
7	COC(=O)CSc1nc2nc(C)cc(C)n2n1	-1	-0.1	-10	5	-1.3	1	10	-9	-2
8	CS(=O)(=O)N1CCN=C1SCc1cccc(F)c1	-3	-0.2	-42	3	-1.8	-6	2	8	1
9	O=C(O)c1cccc(-n2c(-c3cnccn3)n[nH]c2=S)c1	-7	-0.1	2	-2	1.2	-6	-5	0	-3
10	CCCC[n+]1ccn(C2=C([O-])c3ccccc3C(=O)/C2=N\S(=O)(=O)c2ccccc2)c1	2	0.0	-5	9	0.4	-3	15	-10	0
11	CCC(=O)Nc1c2c(nn1-c1ccccc1C)CSC2	3	-0.1	-4	-2	-0.6	-1	1	0	0
12	COCCCNC(=O)/C(C#N)=C1\N=C(NC(=O)c2cccs2)c2ccccc21	-12	-0.1	·	3	-2.2	-6	-4	4	31*
13	CC(C)(C)C1CCC(OCC(O)CN2CCCC2)CC1 (configuration not stated)	0	0.1	25	3	0.8	-4	-8	9	1
14	COC(=O)c1c(NC(=O)CC2SC(N)=NC2=O)sc2c1CCC(C)C2 (configuration not stated)	1	-0.2	21	0	2.5	2	4	-2	-2
15	O=C(COC(=O)c1cc(S(=O)(=O)N2CCOCC2)c(Cl)cc1Cl)NC1CC1	8	-0.3	·	·	-0.5	-1	6	·	·
16	Cc1ccc(NS(=O)(=O)c2cccs2)nc1	-5	0.3	-24	4	-1.2	-1	3	-9	0
17	CCOC(=O)C1CCCN(c2c(Nc3cccc(C)c3)c(=O)c2=O)C1 (configuration not stated)	7	-0.2	3	-1	0.2	2	-3	-5	-2
18	COCCCNCCCOc1ccc(C)cc1Br	-8	0.8	-3	-2	-3.5	2	-16	-4	0
19	O=C(NNC(=O)c1ccccc1[N+](=O)[O-])c1ccco1	-2	-0.2	2	9	-3.4	-3	4	-1	2
20	Cc1cc(N=CC2=C(O)CCCC2=O)no1	-5	0.1	3	2	1.7	-1	9	-3	-5
21	O=C(Nc1ccccc1N1CCN(C(=O)c2ccc(Cl)cc2)CC1)c1ccc(Br)cc1	0	-0.3	1	2	1.5	16*	-17	14	-1
22	Cc1ccc(N2CC(=O)N(c3ccc(C)cc3)CC2=O)cc1	-5	-0.2	7	-1	-1.2	1	2	-5	-3
23	CCC(CC)NC(=O)CSc1nnc(-c2c[nH]c3ccccc23)o1	2	-0.1	5	1	1.4	-2	-11	-2	-1
24	CCCN=C(Nc1ccc(Cl)cc1)c1cccnc1	-1	-0.1	-26	5	2.0	4	-1	-1	1
25	O=C(c1cc(-c2ccco2)nn1-c1cccc(Cl)c1)N1CCCCC1	-5	0.2	2	3	1.1	8	-2	56*	8
26	COCCCNC(=O)Cn1nnc(-c2ccc(NC(=O)c3cccnc3)cc2)n1	7	0.2	14	0	0.7	1	5	2	1
27	Cc1ccc(C)c(C(=O)N2CCN(c3ncccn3)CC2)c1	4	-0.8	7	-2	-2.4	-2	7	-6	-4
28	O=C(N/N=C\c1ccncc1)c1ccc(Cl)s1	2	-0.1	-4	2	1.7	0	20	-5	-2
29	CC1=C(C(N)=O)C(c2ccc3c(c2)OCO3)n2nc(-c3cccc(C)c3)nc2N1 (configuration not stated)	-2	-0.1	4	-4	1.4	0	7	-4	-5
30	Cc1oc(-c2cccs2)nc1CS(=O)CC(=O)NCCc1ccccc1 (configuration not stated)	1	0.4	-27	-16	2.8	-2	9	15	1
31	S=c1[nH]nc(-c2ccco2)n1/N=C/C=C/c1ccco1	-3	-0.3	-2	3	0.5	1	7	8	0
32	O=C(NC1CCCC1)C1CC1c1ccccc1 (configuration not stated)	2	-0.1	1	0	2.0	3	10	-2	-1
33	C/C(=N/NC(=O)c1ccc2c(c1)OCO2)c1cccc([N+](=O)[O-])c1	5	0.0	-1	2	-0.8	-2	3	-5	0
34	COc1cc(C(=O)NCc2ccccc2)ccc1OC(F)F	2	-0.2	8	0	1.4	3	4	-11	-5
35	N#Cc1c(NCCN)nc(-c2ccco2)c2c1CCCC2	1	-0.1	22	11	-0.5	3	23	-2	4
36	Cc1c(C(=O)Nc2c(N)nc(SCC(=O)NCC3CCCO3)[nH]c2=O)cccc1[N+](=O)[O-] (configuration not stated)	0	0.0	-7	-1	0.3	-3	-4	-2	-2
37	S=C(NCc1ccccc1)Nc1cccc2cnccc12	5	0.4	-3	-1	2.3	-2	6	-4	6
38	O=C(CN1C(=O)NC2(CCCC2)C1=O)OCCOc1ccc(Cl)cc1Cl	6	0.0	4	-1	0.9	-1	9	-1	1
39	Cc1ccc(S(=O)(=O)N2CCCCC2)cc1C(=O)NCCCN1CCOCC1	4	0.0	14	-1	2.1	-4	-1	-8	-2
40	COC(=O)C1CN(C(=O)C(C)Oc2cccc(C)c2C)c2ccccc2O1 (configuration not stated)	3	-0.2	-4	-5	0.2	5	-4	3	0
41	CN(Cc1cn(C)nc1-c1cccc(Cl)c1)C1CCOCC1	0	0.4	4	2	1.2	-2	7	-3	1
42	COCCn1c(=S)[nH]c2cc(C(=O)N3CCCC(C)C3)ccc2c1=O (configuration not stated)	5	0.1	-5	-1	2.4	-1	-2	-1	0
43	COCC(=O)N1CCCN(c2nc3c(C)cccc3cc2C#N)CC1	4	0.1	-5	2	4.4	-3	6	3	3
44	COCCNC(=O)C1(C)Oc2ccccc2NC1=O (configuration not stated)	0	0.0	5	-6	0.3	0	14	-1	-7
45	CCCn1c(=N)c(C#N)cc2c(=O)n3ccccc3nc21	-3	-0.1	-3	6	0.6	-5	11	5	0
46	COc1cc(S(=O)(=O)N2CCCCCC2)c(OC)cc1Br	4	-0.2	-7	-8	5.5	0	2	1	0
47	COc1ccc(Cl)cc1N(CC(=O)N1CCCCCC1)S(C)(=O)=O	0	0.0	-3	-7	3.0	0	-3	-3	1
48	COc1ccc(CC(=O)Nc2ccc(S(=O)(=O)Nc3onc(C)c3C)cc2)cc1OC	0	-0.1	58	0	2.2	-1	0	4	-1
49	CCOC(=O)C1=C(C)NC(=O)CC1c1cc2c(cc1[N+](=O)[O-])OCO2 (configuration not stated)	-7	-0.1	7	2	3.5	-1	-1	-6	-4
50	COc1ccc(-c2csc3nc(C(C)C)oc(=O)c23)cc1OC	-5	0.0	0	0	1.4	1	-2	2	-1
51	CC(=O)N/C(=N/c1nc(C)cc(C)n1)Nc1ccc(C)cc1C	-1	0.0	-15	0	-1.0	0	4	1	1
52	CCOc1ccc(C2CC(c3cccc(Cl)c3)n3nc(N)nc3N2)cc1 (configuration not stated)	4	0.0	-6	-2	-0.3	0	40	6	1
53	C[C@]12CS(=O)(=O)C[C@H]1SC(=S)N2c1ccccc1	0	-0.1	11	0	0.6	0	5	-1	-2
54	CC1(C)NC(=O)N(CC(=O)N2CCN(c3ccc([N+](=O)[O-])cc3)CC2)C1=O	11	0.0	·	·	-1.9	-4	24	·	·
55	O=C(COC(=O)CC1CCCC1)Nc1ccc(OC(F)F)cc1	5	-0.2	1	5	2.1	-2	-3	4	-2
56	Cc1ccccc1NC(=O)CCN1CCN(C/C=C/c2ccccc2)CC1	7	-0.2	-3	3	1.8	-5	16	4	-2

(further entries)
no.	mol	LYPLA2 inh	Efflux pump inh	JMJD2C inh	CTSL1 counter	PP5 primary	PP1 counter	PREPL inh	HCV core dimer	TPT1 inh
57	CNS(=O)(=O)c1ccc2c(c1)NC(=O)C1CCCN21 (configuration not stated)	-2	0.0	10	4	2.8	-1	6	-12	4
58	CC(C)c1cccc(C2=CC(=O)C[C@H](c3ccc4c(c3)OCO4)C2)c1	0	0.0	5	·	0.7	4	13	·	·
59	Cc1nc2ccc(NC(=O)CCC3CCCC3)cc2s1	-3	-0.1	1	-3	-0.7	5	-7	3	0
60	CCN1CCN(Cc2ccc(OCc3ccccc3)cc2)CC1	-2	0.2	4	3	3.3	-1	12	-4	4
61	COc1ccc(OC)c(/C=N/NC(=O)CNC(=O)c2cccc3ccccc23)c1	-4	0.0	-1	1	0.7	0	-5	11	2
62	O=C(Nc1ccccc1)N1CCCN(Cc2ccccc2F)C1	1	0.3	-10	4	1.5	-7	0	-2	3
63	S=C(Nc1ccc2nccnc2c1)N1CCOCC1	1	-0.1	-18	-1	4.2	-3	2	3	0
64	COc1ccccc1C(=O)NC1CCN(C(=S)NCCc2ccccc2)CC1	-2	0.2	-2	-1	2.6	-2	-4	0	-1
65	COc1ccc2c(c1)c(C(=O)CN1CCCCC1)c(C)n2C	5	0.1	-11	4	3.6	-1	16	-19	-7
66	CC(=O)O[C@H]1CC[C@H]2[C@@H]3CCc4cc(O)ccc4[C@H]3CC[C@]12C	2	0.0	-7	-2	5.3	2	-12	13	-3
67	Cc1[nH]c2ccccc2c1C(=O)CN1CCN(c2ccc(Cl)cc2)CC1	1	0.2	-30	3	0.4	-1	2	8	0
68	CN1CCN(/N=C/c2ccc(N(c3ccccc3)c3ccccc3)cc2)CC1	3	0.1	6	0	0.1	3	15	-3	-1
69	COc1ccc(C(CNC(=O)c2cccc(S(=O)(=O)Nc3ccccc3OC)c2)N2CCOCC2)cc1 (configuration not stated)	-1	0.1	?	-3	2.3	-6	9	-7	1
70	O=C(COC(=O)c1ccc(O)cc1O)NC1CCS(=O)(=O)C1 (configuration not stated)	-2	-0.1	-14	2	-1.5	-1	22	-6	-3
71	Cn1c(=O)oc2cc(S(=O)(=O)N3CCC(C(=O)NCCc4ccccc4)CC3)ccc21	-4	0.0	3	15	-0.3	-1	6	-7	-3
72	CC(C)OP(=O)(OC(C)C)C1(O)C(=O)Nc2ccc(Br)cc21 (configuration not stated)	1	-0.1	-19	0	3.8	-1	-5	0	-6
73	COc1ccc(CCN(C)C(=O)CSc2nccn2C)cc1OC	-5	-0.3	2	1	-2.8	-8	5	-2	1
74	O=C(CC1C(=O)NCCN1C(=O)Nc1ccccc1)Nc1ccc2c(c1)OCCO2 (configuration not stated)	0	-0.1	-12	-1	-1.8	-1	4	-3	-3
75	S=C(NCc1ccc2c(c1)OCO2)NCc1ccc2c(c1)OCO2	1	-0.1	25	0	3.0	-1	-8	3	2
76	CC(C)OC(=O)c1ccc(COC(=O)c2cccc(-c3nnc(-c4ccccc4)o3)c2)cc1	-6	7.6*	-1	-4	1.7	-2	0	-9	3
